mcGAS MS inh: blocks mouse cGAS cGAMP production; inhibition, % at 12.5 µM; AID 1259397; hit rate 0.18% among 130,000; recombinant mouse cGAS, cGAMP by RapidFire MS;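 active = inhibition of cGAS enzyme activity at or above 60%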;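 also: enzyme stimulated by 45 bp dsDNA with ATP and GTP substrates; cGAMP share of summed cGAMP plus half ATP and half GTP signals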
Target sequence (Q8C6L5 whole entry, looked up): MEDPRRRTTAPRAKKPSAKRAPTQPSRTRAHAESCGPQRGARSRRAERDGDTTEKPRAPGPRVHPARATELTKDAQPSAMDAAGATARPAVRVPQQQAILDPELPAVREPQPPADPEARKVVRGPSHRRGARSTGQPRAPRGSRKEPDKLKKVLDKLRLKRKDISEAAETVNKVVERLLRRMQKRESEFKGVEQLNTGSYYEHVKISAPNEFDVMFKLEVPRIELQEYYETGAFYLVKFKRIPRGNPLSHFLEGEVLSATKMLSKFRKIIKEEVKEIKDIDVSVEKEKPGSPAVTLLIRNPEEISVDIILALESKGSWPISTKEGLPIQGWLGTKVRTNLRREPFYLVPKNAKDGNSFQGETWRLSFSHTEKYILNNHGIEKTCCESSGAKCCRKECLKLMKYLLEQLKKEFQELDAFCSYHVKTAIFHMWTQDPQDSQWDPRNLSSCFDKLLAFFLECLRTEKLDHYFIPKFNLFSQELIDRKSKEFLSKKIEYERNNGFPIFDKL
* = called active by the depositor. An excerpt; count on the stated rates, not on these rows.

mcGAS MS inh,SMILES
-6,C=CCNC(=O)Cn1c(CO)cnc1SCc1ccc(F)cc1
0,Brc1ccc(Oc2nnc(Oc3ccc(Br)cc3)c3ccccc23)cc1
-15,O=C(NCC1CCOC1)N1CCN(Cc2ccc(Cl)s2)CC1 (stereo unspecified)
-1,Cc1ccc([N+](=O)[O-])cc1N1C(=O)C2C3C=CC(CC3)C2C1=O (stereo unspecified)
-8,Cc1ccccc1C(=O)n1sc(=O)c2ccccc21
-12,Fc1ccccc1CN1CCC(NCc2cccc3c2OCCCO3)CC1
-16,CC1CC1C(=O)Nc1ccc(-n2nccc2C(F)(F)F)cc1 (stereo unspecified)
-11,CC1(C(=O)NS(=O)(=O)c2cccc(C#N)c2)CCN1C(=O)CC1CC1 (stereo unspecified)
5,CN(C)CCCN(C)C1CCCN(C(=O)c2cc3sccc3[nH]2)C1 (stereo unspecified)
-22,O=C(O)C1CCN(c2ncnc3cc(-c4ccc(F)cc4)sc23)CC1
-12,COc1ccc(CNC(=O)c2sc(=O)n(Cc3ccc4c(c3)OCO4)c2C)cc1
-6,Cc1n[nH]c(=O)n1-c1ccc(F)c(Cl)c1
-10,CC(C)NC(=O)C1CCN(C2CCN(C(=O)Cc3ccn(C)c3)CC2)CC1
-1,CC(C)C1CCN(C(=O)NC2CCCC(S(C)(=O)=O)C2)CC1 (stereo unspecified)
-47,O=C(CCc1nc2ccccc2[nH]c1=O)OCc1ccc(C(=O)c2ccccc2)cc1
-8,Nc1c(C(=O)CSc2ncnc3sccc23)c(=O)[nH]c(=O)n1C1CC1
-6,COc1c(C)cnc(CN(C)Cc2cnccn2)c1C
-13,CCc1c(C(=O)N2CCCC2c2nc(CCOC)no2)[nH]c2ccccc12 (stereo unspecified)
-22,CN(Cc1ccccc1)c1ncccc1CNC(=O)C1CNCCO1 (stereo unspecified)
10,N#Cc1cnn(C(=O)c2cccs2)c1N

For reference, part of the list above.
mcGAS MS inh,SMILES
-6,COc1c(C)cnc(CN(C)Cc2cnccn2)c1C
-13,CCc1c(C(=O)N2CCCC2c2nc(CCOC)no2)[nH]c2ccccc12 (stereo unspecified)
-22,CN(Cc1ccccc1)c1ncccc1CNC(=O)C1CNCCO1 (stereo unspecified)
10,N#Cc1cnn(C(=O)c2cccs2)c1N

More compounds
mcGAS MS inh,SMILES
-10,CSc1c(Br)csc1/C(=N\OS(C)(=O)=O)C(F)(F)F
-13,Cc1ccc(C(NC(=O)CCn2c(C)cc(C)nc2=O)c2ccncc2)cc1 (stereo unspecified)
-2,CC1Cc2cc(S(N)(=O)=O)ccc2N1S(=O)(=O)c1ccc(OC(F)(F)F)cc1 (stereo unspecified)
-1,COc1cccc(-c2ccc(NC(=O)C3CCCN(Cc4cc(C)[nH]n4)C3)cc2)c1 (stereo unspecified)
2,N#C/C(=C\c1cn(Cc2ccc(Cl)c(Cl)c2)c2ccccc12)c1nn(CCO)c(N)c1C#N
7,Nc1cc(=O)[nH]c(CCNCC2(O)CCCNC2)n1 (stereo unspecified)
0,CCOc1ccc(NC(=O)NCCS(=O)(=O)c2c(C)n(C)c3ccccc23)cc1
-8,CC(C)c1nn(CC(=O)NCCc2ccccc2)c(=O)c2c1cnn2-c1ccccc1
-4,CCc1ccc(N2CC(C)Cn3c2nc2c3c(=O)n(CCC(C)C)c(=O)n2C)cc1 (stereo unspecified)
0,COCc1ccc(CN2CCC(C(=O)Nc3ccc(Oc4ccccc4F)cc3)CC2)o1
-1,Cc1sc2nc(CN3CCCC3)nc(Sc3nnnn3C3CC3)c2c1C
-8,CCOC(=O)CNC(=O)N1CCCC(Cc2ccc(F)cc2F)(C(=O)OCC)C1 (stereo unspecified)
-10,CC(=O)N1N=C(c2ccco2)OC1C(=O)N[C@@H]1C[C@@H]2C[C@H]([C@H]1C)C2(C)C (stereo partly specified)
-4,COC(=O)c1sc(=S)n(-c2ccc(F)c(F)c2)c1N
1,CC(C)C1CN(C(=O)c2nn(C)c(=O)c3ccccc23)CCCN1CC1CC1 (stereo unspecified)
-4,OCc1cc(-c2ccc(F)cc2F)on1
6,C=C1c2ccccc2C(=O)N1C(C)C(=O)N(C)Cc1ccc(C(=O)NC)cc1 (stereo unspecified)
1,CCC12CC3CC(Br)(C1)CC(C(=O)O)(C3)C2 (stereo unspecified)
-19,CC(=O)N[C@H]1C[C@@H](c2cc(C)cc(F)c2)O[C@@H](C2CCCCC2)C1
2,COc1ccc(OC)c(NC(=O)c2cnn(-c3ccccn3)c2C)c1

Compounds listed so far that have a furan ring, fused or not, in the order listed:
mcGAS MS inh,SMILES
0,COCc1ccc(CN2CCC(C(=O)Nc3ccc(Oc4ccccc4F)cc3)CC2)o1
-10,CC(=O)N1N=C(c2ccco2)OC1C(=O)N[C@@H]1C[C@@H]2C[C@H]([C@H]1C)C2(C)C (stereo partly specified)

Remaining list, next part
mcGAS MS inh,SMILES
-2,Cc1noc(C(C)C)c1C(=O)N=c1sccn1C
-5,CC1(C(=O)O)NCCc2cc(O)c(O)cc21 (stereo unspecified)
-1,O=C(c1ccc[nH]1)N1CCCC(c2[nH]ncc2Cc2ccccc2)C1 (stereo unspecified)
-2,COC(=O)NC1(C(F)(F)F)NC(=O)N(C2CCCC2)C1=O (stereo unspecified)
-9,Cc1nnnn1C(Cc1ccccc1)C(=O)n1ncc2cccc(N)c21 (stereo unspecified)
5,O=C(c1cn(CC2CCCO2)nn1)N1CCC(Oc2cccc(C(F)(F)F)c2)CC1 (stereo unspecified)
1,CCS(=O)(=O)c1nc2ccc(NC(=O)C3CCCN3S(C)(=O)=O)cc2s1 (stereo unspecified)
-7,O=C1NC(N2CCCC(CO)C2)=N/C1=C\c1ccc(Cl)cc1 (stereo unspecified)
-8,CCN1CC=C2C(C1)C(c1ccncc1)C(C#N)C(=N)C2(C#N)C#N (stereo unspecified)
-17,O=C1CCCCCN1Cc1nc(Cc2ccccc2)n[nH]1
3,S=c1[nH]nc2n1CCN2c1ccccc1
-1,CCOC(=O)CC1C(=O)NCCN1C(=O)CC1=C(C)/C(=C/c2ccc(S(C)=O)cc2)c2ccc(F)cc21 (stereo unspecified)
-11,CCN1C(=O)/C(=C\C=C2/C=Cc3ccccc3N2CC)N(c2ccccc2)C1=S
-25,C=CCOc1ccc(Oc2nc(N(C)C)nc(N(C)C)n2)nn1
0,CNc1ncc(CN(C)C(=O)c2ccc3cccc(F)c3n2)cn1
10,Cc1nc(C)c(CCNC(=O)N2CCC(NC(=O)c3cnn(C)c3)CC2)s1
-3,O=S(=O)(NCC1CCN(Cc2ccccc2)CC1)C1CC1
-16,Cc1cc(C)n2ncc(CN3CCCC(Cn4ccnc4)C3)c2n1 (stereo unspecified)
-6,Cc1cc(CN(C)CCC(O)c2ccccc2)no1 (stereo unspecified)
-7,O=C(NCc1noc(C2CCCC2)n1)C(=O)c1ccco1
-7,CCN1CC2([N+](=O)[O-])C=CC(=O)C([N+](=O)[O-])(C1)C2CC(=O)c1ccccc1 (stereo unspecified)
-8,CN1CCN(c2cc(-c3ccc(C(C)(C)C)cc3)nc3ccnn23)CC1
3,Cc1ccccc1CN1CCC(CN(Cc2cccnc2)C(=O)[C@H]2C[C@@H]3C=C[C@H]2C3)CC1
-9,CCS(=O)(=O)c1ccc(C(=O)N(C)c2cccc3ccccc23)cc1
-6,CCN(CC1CCOC1)C(=O)C1CCCCN1S(C)(=O)=O (stereo unspecified)
-2,Cc1nc(CN2CCN(S(C)(=O)=O)CC2)cs1
-2,CCCN(C(=O)c1oc2c(Cl)cccc2c1C)C1CCS(=O)(=O)C1 (stereo unspecified)
-3,Cc1c(N=Cc2cc(Br)ccc2O)c(=O)n(-c2ccccc2)n1C
-2,C#CCN(CC#CC)C(=O)Nc1cccnc1OC
-4,CN(Cc1ccccc1O)S(=O)(=O)CC1CCCCC1
-8,Nc1cc(N2CCCCC2)nc(N2CCCCC2)n1
-15,C=CCC(NC(C)=O)C(=O)N1CCCN(Cc2cnn(CC)c2)CC1 (stereo unspecified)
-12,Cc1cc(Cl)cc(Cl)c1CNC(=O)C1CC2(CCNCC2)CN1 (stereo unspecified)
-5,COc1ccc(NC(=O)c2cc(S(=O)(=O)N3CCCC3)cn2C)cc1OC
-6,O=C(c1ccc2c(c1)OCCO2)C1CCN(C(=O)c2ccncc2)CC1
5,Cc1ccc(Cl)c2sc(N(CCCN(C)C)C(=O)c3ccno3)nc12
-9,COc1cc(C[C@@H](CO)[C@H](CO)Cc2ccc(O)c(OC)c2)ccc1O
-11,COC(=O)C1CCN(c2ccc(Cl)nn2)CC1
-27,CCc1cc(CN(C)C(=O)c2c(-c3ccccc3)noc2C)on1
-28,CC1CCCN(CCNS(=O)(=O)c2ccc3ccccc3c2)C1 (stereo unspecified)
-3,CCn1c(SCC(=O)N2C(C)CCCC2C)nnc1-c1ccccc1 (stereo unspecified)
1,O=Cc1c(N2CCCC2)nc2ccccn12
-14,CN1C(=O)c2ccc(N3C(=O)c4ccc(Br)cc4C3=O)cc2C1=O
0,Cn1nnc2c(SCC(N)=O)ncnc21
-29,CC(=O)CC(c1ccccc1)S(=O)(=O)c1ccccc1 (stereo unspecified)
-5,Cc1nn(-c2ccccc2)c(N)c1N=Nc1cccc(Cl)c1
0,Cc1cccc(-n2c(C)cc(C(=O)N3CCOCC3CC(O)c3ccco3)c2C)c1 (stereo unspecified)
-9,CCN(C)CCNC(=O)Nc1nc2c(COC)cccc2s1
-24,CN(CC(O)CO)C(=O)CC12CC3CC(CC(C3)C1)C2 (stereo unspecified)
-1,COc1ccc(-c2cc(C(=O)Nc3cccc(Cl)c3)c3ccccc3n2)cc1
7,CC(NC(=O)N1CCN(CC(=O)Nc2ccc(F)cc2)CC1)c1ccccc1Br (stereo unspecified)
-6,CC(=O)c1ccc(C(=O)N(CCc2ccccc2)CC2CCCN(C)C2)s1 (stereo unspecified)
-32,Cc1ccc(CSc2nc3c(cnn3CCO)c(=O)[nH]2)cc1
-9,Cc1c(CN(C)C2CCCc3ccccc32)c(=O)n(-c2ccccc2)n1C (stereo unspecified)
-8,CCN(CC)S(=O)(=O)c1ccc(N2CCN(Cc3ccccc3C)CC2)nc1
-14,O=C(c1n[nH]c(C2CC2)c1Br)N(C1CCCCC1)C1CC1
-6,CNC(=S)N1CCc2ccccc21
-8,Cc1cc(Br)c2c(c1)C1(OCCO1)C(=O)N2
-2,CC(=NNc1nc(C)cc(C)n1)c1ccc2c(c1)Nc1ccccc1S2
63*,N#CCCCCS(=O)(=O)Nc1ccc(N2CCCC2)c(F)c1

Random excerpt: two records from the list.
mcGAS MS inh,SMILES
-8,CCN(CC)S(=O)(=O)c1ccc(N2CCN(Cc3ccccc3C)CC2)nc1
-5,Cc1nn(-c2ccccc2)c(N)c1N=Nc1cccc(Cl)c1

Some of the entries above, reformatted:
compound	mcGAS MS inh
CCN(C)CCNC(=O)Nc1nc2c(COC)cccc2s1	-9
CN(CC(O)CO)C(=O)CC12CC3CC(CC(C3)C1)C2 (stereo unspecified)	-24

(next part)
mcGAS MS inh,SMILES
-11,CC(=O)Nc1cccc(C(C)NC(=O)c2ccc(C)c(F)c2)c1 (stereo unspecified)
-2,COc1ccc(N2C(=O)CSC23CCN(C(=O)C(C)(C)C)CC3)cc1
-8,CN1c2ccccc2CC(C#N)(C#N)C12CCCCC2
-6,COC(=O)C1=C(C)NC2=C(C(=O)CC(c3ccccc3)C2)C1c1cccc([N+](=O)[O-])c1 (stereo unspecified)
-9,CCCCN(C(=O)CCC(=O)O)c1c(N)n(CCC)c(=O)[nH]c1=O
47,O=[N+]([O-])c1cc(C=Nc2cccc3nsnc23)c(O)c2ccccc12
-4,CC1=NOC(Cc2ccccc2)C(=O)N1C (stereo unspecified)
6,CCC(=O)NS(=O)(=O)c1cccnc1Nc1ccc(Cl)c(C(F)(F)F)c1
-4,CC1CCCN(CCNC(=O)c2n[nH]c3ccccc23)C1 (stereo unspecified)
-22,Cc1cc(C)n(C(C)C(=O)N(C)CC(=O)c2ccc(O)cc2)n1 (stereo unspecified)
0,CCOC(=O)c1c(NC(=O)c2ccco2)sc(C(=O)Nc2cccc(OC)c2)c1C
-9,CN=C1SC(CC(=O)Nc2c(C)cccc2C)C(=O)N1/N=C\c1cccs1 (stereo unspecified)
3,CCOC(=O)C1(CCCc2ccccc2)CCCN(C(=O)c2ccoc2)C1 (stereo unspecified)
-6,Cc1ccc(N2C(=O)N(CC(=O)N3CCCCCCC3)C(=O)C2C)cc1 (stereo unspecified)
-12,Cc1nc(CN2C(=O)C(C)ON=C2c2ccccc2F)cs1 (stereo unspecified)
0,C=CCCS(=O)(=O)NC(C)c1ccc(NC(=O)C2CC2)cc1 (stereo unspecified)
-9,COc1ccc(CC(OC)C(O)c2ccccc2)c(OCc2ccccc2)c1 (stereo unspecified)
-3,Cc1ccc(C)c(NC(=O)CN2CCCC2C(=O)N(C)C)c1 (stereo unspecified)
-15,Nc1ccc(-c2ccc(N)c([N+](=O)[O-])c2)cc1[N+](=O)[O-]
-3,c1ccc(-c2ncn(CC3CNCCO3)c2-c2cc3ccccc3[nH]2)cc1 (stereo unspecified)
-14,Cc1ncc(CC(=O)N2CCCC(CCc3ccccc3F)C2)c(=O)[nH]1 (stereo unspecified)
